MBD2 inh: blocks human MBD2 binding to methylated DNA; inhibition, % at 4.4 µM; TR-FRET, MBD2 binding to methylated oligonucleotide; actives 0.31% (n = 370,000); Q9UBB5; in the data active means inhibition above about 13%
Target sequence (Q9UBB5 whole entry, looked up): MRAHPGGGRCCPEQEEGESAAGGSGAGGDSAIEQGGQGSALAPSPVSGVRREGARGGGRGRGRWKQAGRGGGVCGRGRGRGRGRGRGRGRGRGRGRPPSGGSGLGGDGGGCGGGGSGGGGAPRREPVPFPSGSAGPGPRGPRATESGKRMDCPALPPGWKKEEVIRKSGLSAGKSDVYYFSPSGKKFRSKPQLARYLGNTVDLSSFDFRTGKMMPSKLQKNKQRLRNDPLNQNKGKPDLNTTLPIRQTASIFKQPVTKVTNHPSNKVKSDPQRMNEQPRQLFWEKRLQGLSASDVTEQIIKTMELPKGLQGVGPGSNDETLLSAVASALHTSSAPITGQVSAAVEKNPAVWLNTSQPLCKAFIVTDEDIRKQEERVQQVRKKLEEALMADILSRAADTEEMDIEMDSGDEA
PG9 Ab binder: PG9 antibody binding by small molecule | TR-FRET gp120-PG9 antibody binding | inhibition, % at 6.7 µM | actives 0.43% (n = 360,000); in the data active means inhibition above about 8.5%
TCR CD3 inh: inhibitors of human TCR-CD3 interaction. TAMRA-labeled TCR probe fluorescence, biochemical. inhibition, % at 9.4 µM. actives 0.37% (n = 360,000); in the data active means inhibition above about 19%;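 further: recombinant mutant TCR 2C K166C tagged with TAMRA read by polarization; 0% = receptor in buffer alone and 100% = receptor with positive control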
mABHD4 FP: inhibits mouse alpha/beta hydrolase domain 4; purified mABHD4, FP-Rh probe fluorescence polarization; actives 0.54% (n = 370,000); inhibition, % at 8.92 µM;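 active means inhibition exceeding the mean over every tested compound plus 3 SD, cut at about 30% in these data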;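 further: 0% = plate median of compound wells and 100% = S159A mutant with DMSO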
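System: mouse ABHD4 enzyme, wild type / Medium: HEPES pH 7.0, NaCl, Pluronic buffer / Reagent: FP-Rh activity-based fluorescent probe / Control set: S159A mutant high control, sample median low control / Detection: fluorescence polarization with parallel and perpendicular emission, 525/598 nm / Schedule: 45 min + 60 min at 25 °C / Compound dosing: 8.92 µM, single dose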
PRMT1 FP inh: inhibitors of human PRMT1 | Q99873 | recombinant PRMT1, activity-based probe fluorescence polarization | inhibition, % at 2.79 µM | actives 1.3% (n = 370,000) | AID 652257;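 active means inhibition above about 21% made by adding two undisclosed values, limit read from the data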
Target sequence (Q99873 whole entry, looked up): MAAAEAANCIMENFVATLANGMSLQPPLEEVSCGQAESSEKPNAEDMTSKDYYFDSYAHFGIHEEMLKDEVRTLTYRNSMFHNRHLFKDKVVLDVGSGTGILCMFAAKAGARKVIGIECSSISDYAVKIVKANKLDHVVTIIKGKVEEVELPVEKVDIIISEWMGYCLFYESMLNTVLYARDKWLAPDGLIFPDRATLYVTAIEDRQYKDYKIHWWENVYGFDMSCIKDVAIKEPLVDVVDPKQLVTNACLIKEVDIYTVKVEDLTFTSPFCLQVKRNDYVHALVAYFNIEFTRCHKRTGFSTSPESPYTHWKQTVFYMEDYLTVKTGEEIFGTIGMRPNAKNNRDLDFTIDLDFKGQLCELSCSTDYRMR
UHRF1 binding: human UHRF1 methylated DNA binding inhibitors; Q96T88; UHRF1 binding to methylated oligo, TR-FRET; inhibition, % at 4.4 µM; actives 0.75% (n = 370,000); AID 687016; in the data active means inhibition above about 21%;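 further: UHRF1 SRA domain binding a hemimethylated CpG hairpin DNA probe; 0% = median of test compound wells and 100% = reference inhibitor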
HTRA1 inh: HTRA1 (human) protease inhibition; recombinant HTRA1, FP-rhodamine activity-based probe, fluorescence polarization; inhibition, % at 5.96 µM; actives 0.5% (n = 340,000); AID 504803; in the data active means inhibition above about 36%;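 further: 0% = enzyme with DMSO and 100% = wells lacking enzyme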
Rev-erbA mod: modulates human Rev-erb alpha binding to DNA; actives 0.79% (n = 370,000); P20393; Rev-erbα–FITC-DNA binding, fluorescence polarization, 90 min; activity, % at 10 µM;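 active means activity above about 14%, limit read from the data; passing the limit was not always enough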;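 further: 0% = DMSO wells with 35 nM protein and 100% = DMSO wells with 750 nM protein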
rCAG RNA binder: molecules binding r(CAG) RNA repeats; inhibition, % at 3 µM; actives 1.3% (n = 370,000); r(CAG) RNA repeat, TO-PRO-1 dye displacement fluorescence;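 active means inhibition above the plate cutoff, the mean of all test compounds on that plate plus 3 SD, cut at about 35% in these data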;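 further: 0% = DMSO alone and 100% = 100 µM mitoxantrone as full dye displacement; higher means more dye released from RNA so lower well fluorescence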
LEDGF integ inh: blocks HIV-1 LEDGF/p75-dependent DNA integration. TR-FRET IN-LEDGF/p75 DNA integration, Eu/Cy5. inhibition, % at 3.7 µM. actives 0.64% (n = 370,000);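 active means inhibition above the screen-wide mean plus 3 SD, cut at about 13% in these data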;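 further: signal is the Cy5 over europium emission ratio at 671 and 618 nm; 0% = plate median of compound wells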
Active calls of the source: *; · = not tested or not shown; & = joins results of further samples. Only part of the results is shown. The share of hits here may be higher or lower than overall.

Screens in order: MBD2 inh	PG9 Ab binder	TCR CD3 inh	mABHD4 FP	PRMT1 FP inh	UHRF1 binding	HTRA1 inh	Rev-erbA mod	rCAG RNA binder	LEDGF integ inh
CCCCN1CC(O)=C(c2nc(-c3ccc(Br)cc3)cs2)C1=N
  2	1.1	-3	3	0	-3	-3	-20	1	-2
Cc1c(NC(=O)CSc2n[nH]c(=O)n2-c2ccccc2)c(=O)n(-c2ccccc2)n1C
  2	-1.2	-11	-4	6	8	-5	-8	2	-2
Nc1nc2ccccc2n1S(=O)(=O)c1ccccc1
  -4	2.9	-3	-1	-1	2	·	-3	3	3
CCc1ccc(N2CC(C(=O)NCc3ccc4c(c3)OCO4)CC2=O)cc1 (stereo not drawn)
  -4	-2.4	2	-4	2	0	-4	-2	-5	-5
O=C1NC(=O)C(c2ccccc2)(C2CCCC2)N1 (stereo not drawn)
  0	0.1	-1	0	2	2	2	7	1	-4
CCc1c(C)nc2ncnn2c1N1CCC(C(=O)N2CCN(c3ccc(F)cc3)CC2)CC1
  -7	-2.0	3	5	-1	-2	3	-3	-3	-1
CN(C)S(=O)(=O)c1ccc(/C(O)=C2/C(=O)C(=O)N(Cc3cccnc3)C2c2cccs2)cc1 (stereo not drawn)
  3	1.0	-1	2	-2	-5	-4	0	8	-2
O=C(O)c1cc(NC(=O)c2ccc3c(c2)C(=O)N(Cc2cccnc2)C3=O)cc(C(=O)O)c1
  -1	-2.8	-2	3	2	1	-3	3	0	0
Cc1nn(CC(=O)NC2CCS(=O)(=O)C2)c(C)c1S(=O)(=O)N(C)C (stereo not drawn)
  1	-0.2	-5	-2	-3	-3	0	2	0	0
O=C(CS(=O)(=O)Cc1ccccc1)Nc1ccc(Cl)cn1
  7	-1.0	-1	0	4	0	-2	0	-3	88*
O=C(c1ccc(Cl)c(S(=O)(=O)N2CCCC2)c1)N1CCN(c2ccccc2)CC1
  1	-4.4	1	4	-2	-1	-3	6	-4	-4
Cc1ccccc1-n1ncc2c(SCC(=O)N3c4ccccc4CC3C)ncnc21 (stereo not drawn)
  3	-3.0	4	-15	-2	-1	-24	-4	-2	-2
Fc1ccc2[nH]c3c(N4CCN(c5ccccc5)CC4)ncnc3c2c1
  -2	1.8	0	9	2	0	-11	-1	7	0
CCCCC[C@H]1CCCCC[C@H](O)C[C@@H](O)[C@H](O)/C=C/C(=O)O1
  -1	-2.3	1	-1	-5	0	·	0	0	0
CC1(C)N=C(N)N=C(N)N1c1ccc(F)cc1F
  -2	0.5	-4	2	2	-1	9	0	1	-1
Cc1ccc(NC=C(S(=O)(=O)c2ccccc2)S(=O)(=O)c2ccccc2)cc1
  -5	1.0	-2	-7	-2	-4	9	-4	-4	-2
COc1ccc(NC(=O)CN2C(=O)NC(C)(c3ccc(C)cc3)C2=O)c([N+](=O)[O-])c1 (stereo not drawn)
  -1	1.1	-6	-3	3	1	6	2	5	-4
COc1ccc(C(CNC(=O)COc2ccc(Cl)cc2C)N2CCCCC2)cc1 (stereo not drawn)
  2	2.3	7	6	-1	-1	0	0	-1	2
O=S(=O)(/N=C(/NS(=O)(=O)c1ccccc1)c1ccccc1)c1ccccc1
  7	-1.3	6	-5	1	20	5	-1	10	8
Cc1cccc(OCCOc2ccccc2C=C(C#N)C#N)c1
  -5	-1.3	1	-12	-2	-5	-43	0	4	8
CC(NC(=O)COC(=O)c1ccccc1SCC(=O)N1CCCC1)c1ccccc1 (stereo not drawn)
  1	-2.3	-4	-6	0	2	5	-3	-4	1
C/C(Cn1nc([N+](=O)[O-])cc1C)=N\NC(=O)COc1ccccc1[N+](=O)[O-]
  1	-3.4	0	-4	1	-1	-4	1	-3	-1
Cc1ccc(/C=C/C(=O)N2CCN(S(=O)(=O)c3c(C)c(C)cc(C)c3C)CC2)o1
  -5	-1.2	10	2	16	-4	-22	-2	7	-4
CCN(CC(=O)NC1CCCC1)S(=O)(=O)c1ccc(C)cc1
  -3	-1.6	4	-5	-4	3	1	-2	-4	-1
CCCNC(=S)N1CCC(C(=O)c2ccc(F)cc2)CC1
  -3	-2.2	-3	-1	-5	2	2	7	-5	3
CCCCCNC(=O)C(C1CC1)n1c(=O)c(-c2ccco2)nc2ccccc21 (stereo not drawn)
  -8	-1.5	-1	6	22*	-3	·	0	23	2
N#CCC(CNc1ncc(C(F)(F)F)cc1Cl)OC(=O)c1c(F)cccc1F (stereo not drawn)
  0	-1.7	2	-12	-1	1	-28	-5	-2	1
NC(=O)CC(NC(=O)Cc1ccc(Cl)cc1)c1ccc(NCC2CC2)c([N+](=O)[O-])c1 (stereo not drawn)
  -7	-1.7	6	9	2	-1	-3	5	2	0
C=CC[C@H](CC(=O)N(CCO)Cc1ccccc1)C(=O)NC[C@@H](OC(=O)[C@@H](CC=C)Cc1ccc(F)cc1)c1ccccc1
  5	-0.6	3	-5	-1	4	-53	3	-3	0
O=C(NCCCN1CCOCC1)c1cc(-c2ccc3c(c2)OCO3)nc2ccccc12
  0	0.2	12	8	-4	-1	0	-2	4	-3

Carrying on.
Screens in order: MBD2 inh	PG9 Ab binder	TCR CD3 inh	mABHD4 FP	PRMT1 FP inh	UHRF1 binding	HTRA1 inh	Rev-erbA mod	rCAG RNA binder	LEDGF integ inh
Cc1ccc(SCc2nc(-c3ccccn3)no2)cc1
  -2	-2.3	3	-4	-1	-2	0	-2	-3	1
COc1cc(CNc2ccc3[nH]c(=O)[nH]c3c2)ccc1OCc1ccc(Cl)cc1
  2	3.5	7	11	9	-1	7	2	1	0
COc1cc(CC(=O)Nc2sccc2C(N)=O)cc(OC)c1OC
  1	-0.8	-10	1	2	0	-3	2	6	-1
CCCCCCC(=O)c1c(C)[nH]c(C(=O)OCC)c1C
  3	-1.3	-5	-10	2	4	-29	0	-8	0
CCc1ccccc1NC(=O)C1CCCN1S(=O)(=O)c1ccc2c(c1)n(C)c(=O)c(=O)n2C (stereo not drawn)
  -1	0.6	0	-5	-1	0	0	3	1	0
CC1CCCCN1Cc1c(O)ccc2c(=O)c(-c3nc4ccccc4s3)c(N)oc12 (stereo not drawn)
  2	0.9	-3	14	1	1	-7	-6	22	-2
CCCCNC(=S)N/N=C1\C(=O)c2cccc3cccc1c23
  4	1.3	3	3	1	-1	4	-2	6	-2
O=C(Nc1cccc(C(F)(F)F)c1)c1ccc2nc(-c3ccco3)c(-c3ccco3)nc2c1
  2	0.6	-7	9	3	0	67*	0	15	-1
CCCCNC(=O)COC(=O)c1cc(Br)ccc1Cl
  2	0.2	0	7	-1	-2	-3	0	-6	3
C[C@@H]1CN([C@@H](C)CO)C(=O)c2cc(-c3ccccc3F)cnc2O[C@H]1CN(C)Cc1cccc(F)c1
  0	-1.7	-5	0	-3	-3	-8	1	0	5
CCOc1ccc(OCCC(=O)OCC(=O)Nc2ccc3c(c2)OCO3)cc1
  0	0.6	-4	6	2	5	3	4	3	-5
CN(C)C(=O)c1cc(-c2ccccc2)no1
  -4	0.7	-4	3	5	0	1	0	-1	-7
O=S(=O)(/N=C(/Nc1cccc2ccccc12)c1ccccc1)c1ccc(F)cc1
  0	-1.6	11	-5	0	-2	-12	0	0	-2
C[C@H](NC(=O)c1ncn2c1C(=O)N[C@@H](C)C2)c1ccccc1
  3	0.0	-2	4	4	2	-5	1	0	-4
CCOC(=O)c1cn2cccnc2n1
  -5	1.2	-3	0	0	-1	-1	5	-1	0
CN(C/C=C/C#CC(C)(C)C)Cc1cccc2ccccc12
  3	-1.3	-3	5	3	0	-4	1&0	-1	-1
COc1cccc(NC(=O)CN(C)C(C)C(=O)NC(C)c2ccc(Cl)cc2Cl)c1 (stereo not drawn)
  2	1.8	-3	-1	-3	-4	-11	6	-3	2
Cc1cc(C)n2nc(SC(C)C(=O)N(C)C3CCCCC3)nc2n1 (stereo not drawn)
  -6	0.5	5	1	-2	1	5	-3	0	4
C=CCN1C(=NC(=O)CC)SC2CS(=O)(=O)CC21 (stereo not drawn)
  2	0.5	-6	-4	-5	-1	2	1	-2	2
Cc1cc(NC(=O)C2C3C(=O)N(Cc4ccc(Cl)cc4)C(C(=O)NC(C)(C)C)C34C=CC2(C)O4)no1 (stereo not drawn)
  -7	-0.3	9	7	0	-2	3	-5	2	-5
O=C(NCCCn1ccnc1)C(=O)NCC1OCCN1S(=O)(=O)c1ccc2c(c1)OCCO2 (stereo not drawn)
  6	2.2	-7	3	5	3	7	-1	7	-5
COC(=O)CCn1c(C)cc(C(=O)COc2ccccc2C(N)=O)c1C
  3	-0.6	-2	-4	4	-1	2	0	-7	-2
C[C@@H]1CCC(=O)N(CC[C@H](Sc2ccccc2)c2ccccc2)CC1
  -4	-2.1	3	8	-5	-1	-16	7	-9	-1
CS(=O)(=O)N(CC(=O)NCc1ccc(Cl)cc1)C1CCCCC1
  2	-1.4	-6	-1	2	3	2	2	-1	-2
O=C(c1ccco1)N1CCN(c2nc3ccsc3c(=O)s2)CC1
  2	-1.7	1	0	-5	-1	-3	1	2	-1
COc1cc(/C=C2\SC(N)=NC2=O)ccc1OCC(=O)Nc1ccccc1C
  -1	-0.2	4	-9	-2	0	-34	-4	18	-4
CCc1ccc(C(C)NC(=O)C2CCCO2)cc1 (stereo not drawn)
  0	-0.4	13	-5	1	0	0	-2	-3	0
CCOC(=O)c1cn(CC)c2ccc(S(=O)(=O)N3CC(C)CC(C)C3)cc2c1=O (stereo not drawn)
  -1	-1.3	6	14	2	3	-2	-2	-3	-1
O=C(COC(=O)c1cccnc1Cl)NC1CCCCCC1
  1	-0.4	-2	4	10	1	4	2	0	-3
CSc1ccccc1NC(=O)CN(C)CC(=O)Nc1ccc(S(=O)(=O)N2CCCC2)cc1
  1	1.6	-2	0	2	0	4	-3	5	-1

(continued)
Screens in order: MBD2 inh	PG9 Ab binder	TCR CD3 inh	mABHD4 FP	PRMT1 FP inh	UHRF1 binding	HTRA1 inh	Rev-erbA mod	rCAG RNA binder	LEDGF integ inh
Cc1ccc(NC(=O)Cn2c(C)csc2=O)cc1
  -3	2.1	4	4	-3	2	1	3	1	-2
CS(=O)(=O)Nc1ccc(C(=O)NC2CC3CCC2C3)cc1 (stereo not drawn)
  5	2.8	-6	-11	7	3	3	0	0	4
CCc1nc2ccc(C(=O)Nc3ccc(NC(C)=O)cc3)cn2c1N(C)C(=O)Cc1ccccc1
  -2	0.3	-2	1	1	5	·	-1	4	-5
O=C(NCc1ccccn1)c1ccc(Cn2cc(C(F)(F)F)ccc2=O)cc1
  3	-2.9	5	4	-4	0	3	0	-5	2
CCCc1ccc(OCc2ccccc2)c2c(=O)cc(C(=O)OCC)oc12
  1	-2.9	-12	2	1	-2	11	2	1	0
CN(C)NC(=O)c1cccc(Cl)c1
  -1	-0.6	4	4	-4	7	·	-4	0	3
CC1CCCCC1NC(=O)COC(=O)Cc1ccc(Br)cc1 (stereo not drawn)
  -2	-2.0	2	-4	-4	-3	3	0	-8	1

An excerpt from above, reduced to MBD2 inh and TCR CD3 inh:
SMILES | MBD2 inh | TCR CD3 inh
CCCc1ccc(OCc2ccccc2)c2c(=O)cc(C(=O)OCC)oc12 | 1 | -12
CS(=O)(=O)Nc1ccc(C(=O)NC2CC3CCC2C3)cc1 (stereo not drawn) | 5 | -6
Cc1ccc(NC(=O)Cn2c(C)csc2=O)cc1 | -3 | 4
